From PubChem BioAssay
MrgX1 PAM = allosterically activates human MrgX1 receptor signaling | Q96LB2 | MrgX1-HEK293, Fluo-4 calcium flux, FDSS; hits give high values | B-score at 10 µM | hit rate 0.63% among 310,000;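 active means plate-corrected calcium response at least 3 library SD above typical, normal starting fluorescence, not activating the receptor alone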;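 further: compound read alongside a low EC10 to EC30 dose of BAM8-22 agonist; peak minus trough fluorescence over baseline measured at the second addition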
TRPC6 activator = activates the mouse TRPC6 cation channel; Q61143; HEK293-TRPC6 membrane potential dye fluorescence; hits give high values; B-score at 10 µM; hit rate 0.13% among 310,000; AID 2550;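 active means B-score of the integrated fluorescence ratio above library mean plus 3 SD, and starting fluorescence ratio within library mean plus 5 SD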;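 further: higher score means more depolarization so channel activation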
Target sequence (Q61143 whole entry, looked up): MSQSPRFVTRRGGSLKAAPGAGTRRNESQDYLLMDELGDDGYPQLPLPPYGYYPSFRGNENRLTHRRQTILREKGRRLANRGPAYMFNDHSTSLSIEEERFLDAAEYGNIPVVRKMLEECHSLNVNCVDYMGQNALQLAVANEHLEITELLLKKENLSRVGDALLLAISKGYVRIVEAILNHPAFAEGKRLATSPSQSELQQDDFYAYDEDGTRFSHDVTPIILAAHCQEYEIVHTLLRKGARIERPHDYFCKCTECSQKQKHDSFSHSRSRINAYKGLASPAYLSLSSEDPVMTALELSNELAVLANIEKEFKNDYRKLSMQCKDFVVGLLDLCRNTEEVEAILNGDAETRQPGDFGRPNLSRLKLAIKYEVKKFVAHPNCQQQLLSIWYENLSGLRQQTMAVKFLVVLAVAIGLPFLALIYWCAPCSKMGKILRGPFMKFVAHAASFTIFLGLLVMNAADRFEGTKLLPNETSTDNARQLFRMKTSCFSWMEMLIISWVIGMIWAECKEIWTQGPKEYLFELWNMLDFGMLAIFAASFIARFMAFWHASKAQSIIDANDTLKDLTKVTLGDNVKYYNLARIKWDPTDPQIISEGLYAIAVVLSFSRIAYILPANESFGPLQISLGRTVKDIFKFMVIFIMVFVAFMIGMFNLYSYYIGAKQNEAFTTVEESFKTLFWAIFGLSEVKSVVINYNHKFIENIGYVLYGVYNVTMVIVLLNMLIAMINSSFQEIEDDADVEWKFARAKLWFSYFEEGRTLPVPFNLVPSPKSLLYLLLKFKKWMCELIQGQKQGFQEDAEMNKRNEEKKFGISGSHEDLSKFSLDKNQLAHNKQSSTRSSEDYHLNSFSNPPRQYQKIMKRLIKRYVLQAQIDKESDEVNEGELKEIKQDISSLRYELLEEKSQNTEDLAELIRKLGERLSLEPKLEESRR
TRPC4 inh = blocks the mouse TRPC4 cation channel. HEK293 TRPC4beta/mu-opioid, DAMGO-evoked Fluo4 calcium flux; hits give low values. B-score at 10 µM. Q9QUQ5. hit rate 0.39% among 300,000;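 active means B-score over 3 SD under the library average, no early fluorescence shift, positive overall ratio signal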
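Material: HEK293 cells with stable TRPC4beta plus mu-opioid receptor expression; probe or stimulus: DAMGO in two steps, submaximal then maximal; technique: Fluo4 calcium fluorescence by kinetic imaging, 5 s 1 Hz baseline; measure: integrated fluorescence ratio relative to baseline, converted to per-well B score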
TRPC4 act = activators of mouse TRPC4 channel | Q9QUQ5 | HEK293 TRPC4beta/mu-opioid, Fluo4 calcium fluorescence; hits give high values | B-score at 10 µM | hit rate 0.49% among 310,000;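 active means B-score above 5 SD of library B-scores, and initial fluorescence ratio not above library mean plus 5 SD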;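 further: positive B-score marks a calcium rise read as TRPC4 activation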
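Incubation: 45 min room-temperature Fluo4 loading, 110 s read / System: HEK293 cells stably co-expressing mouse TRPC4beta and mu-opioid receptor / Signal: Fluo4 fluorescence, kinetic / Control set: buffer (low) and maximal DAMGO (high) / Measure: integrated baseline-normalised fluorescence ratio, converted to per-well B score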
AI-2 QS mod = modulates the Vibrio harveyi AI-2 quorum sensing system. AID 2094. hit rate 0.4% among 300,000. Vibrio harveyi JMH597 AI-2 luminescence/OD600 ratio, 9 h; hits give low values; strain lacks LuxN and CqsS sensors; 0 = neutral-control median. activity change, % at 7.5 µM; in the data active means activity change below about -75%, passing the limit was not always enough;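 further: luminescence divided by OD600 gain over 9 h not by final OD600 alone; inactives centre near 13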
MrgX1 antagonist = antagonists of human MrgX1 receptor. Q96LB2. MRGX1-HEK293 calcium flux, Fluo-4, BAM8-22 antagonism; hits give low values. B-score at 10 µM. hit rate 1.3% among 310,000;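 active means calcium-response B-score plate-corrected more than 3 library SD below zero, starting fluorescence within 5 deviations, no agonist response on first addition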;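 further: peak minus trough fluorescence over baseline after final BAM8-22 challenge near maximal dose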
HIF activator = HIF pathway transcriptional activation. U2OS HRE-luciferase reporter, luminescence; normalized: DMSO 0%, desferrioxamine 100%. activation, % at 7.5 µM (by protocol). hit rate 0.32% among 300,000. AID 1910;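 active means mean activation of at least 10% of the iron chelator positive control signal, with at least half of replicates also reaching 10%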
TRPC6 inhibitor = blocks the mouse TRPC6 cation channel; HEK293-TRPC6, membrane potential dye, ACh-evoked depolarization; hits give low values; B-score at 10 µM; hit rate 1.1% among 310,000; AID 2553;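 active means B-score under library mean minus 3 SD, initial fluorescence not abnormally high, positive integrated signal ratio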;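 further: B-score derived from integrated fluorescence ratio over the kinetic read; more negative B-score means stronger inhibition of depolarization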
PolyA inh = inhibitors of polyadenylation in S. cerevisiae | S. cerevisiae SKY197-pL101 polyadenylation reporter, beta-gal luminescence; efflux-impaired pdr1/pdr3 knockout yeast; score 100 = 6 SD above DMSO | calls only at 12 µM | hit rate 0.02% among 300,000;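 active means lowest replicate activity score at least 50, where 100 means six control SD above control mean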;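 further: yeast exposed to compound for 9 h at 30 °C; higher score means more reporter readthrough which indicates perturbed polyadenylation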
MrgX1 agonist = agonists of human MrgX1 receptor; Q96LB2; MrgX1-HEK293 cells, Fluo-4 calcium fluorescence, agonist mode; hits give high values; B-score at 10 µM; hit rate 0.44% among 310,000;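 active means calcium response B-score plate-corrected fluorescence ratio at least 3 library SD, with starting fluorescence B-score inside 5 SD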
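Material: MrgX1-expressing HEK293 cells; input: 15,000 cells per well; doses: test compound given as first of three sequential additions; schedule: overnight plating before 1 h dye loading; technique: Fluo-4 NW calcium-flux fluorescence, kinetic read; evaluation: baseline-normalised fluorescence change ratio, B-scored; control set: plate-wise positive and negative controls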
TRPC4 PAM = TRPC4 (mouse) allosteric potentiation. Q9QUQ5. HEK293 TRPC4beta/mu-opioid, DAMGO EC20, Fluo-4 Ca2+ flux; hits give high values. B-score at 10 µM. hit rate 0.42% among 310,000. AID 2227;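 active means B-score of calcium response area above 5 SD of library B-scores, with initial fluorescence ratio within 5 SD of library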;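 further: B-score of integrated fluorescence ratio over time as area under calcium response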
* marks the source's active call; other numbers are inactive results; i = inactive; nt = not tested or not shown.

SMILES | MrgX1 PAM | TRPC6 activator | TRPC4 inh | TRPC4 act | AI-2 QS mod | MrgX1 antagonist | HIF activator | TRPC6 inhibitor | PolyA inh | MrgX1 agonist | TRPC4 PAM
CCCSc1nnc(Cn2c(=O)sc3ccccc32)n1-c1ccccc1 | i | i | i | i | 38 | i | 0.0 | i | i | i | i
C=CCn1c(-c2ccc(C)cc2)nc2ccccc21 | i | i | i | i | 18 | i | 1.2 | i | i | i | i
Cc1ccccc1Cc1c(C)nc2nc(SCC(=O)NCc3ccco3)nn2c1C | i | i | i | i | 35 | i | -0.1 | i | i | i | i
CCOC(=O)CNC(=O)CSc1nnc(-c2ccco2)n1Cc1ccco1 | i | i | i | i | 28 | i | -0.1 | i | i | i | i
COC(=O)c1ccccc1Sc1c(/C=N/OC(=O)c2ccccc2)c(C(F)(F)F)nn1C | i | i | i | i | 21 | i | -0.1 | i | i | i | i
O=c1ccc(-c2ccc(S(=O)(=O)NCC3CCN(Cc4ccccc4F)CC3)s2)n[nH]1 | i | i | i | i | -1 | i | -0.7 | i | i | i | i
CSc1ccccc1NC(=O)c1ccco1 | i | i | i | i | 21 | i | 0.2 | i | i | i | i
COc1cccc(CC2(CO)CCCN(Cc3ccc(CN4CCCCC4)s3)C2)c1 (stereo not drawn) | i | i | i | i | 25 | i | 0.1 | i | i | i | i
COc1cc2c(cc1OC)C(c1ccc(Br)cc1)NCC2 (stereo not drawn) | i | i | i | i | 5 | i | 0.0 | i | i | i | i
COCCOc1nc2c(c(=O)n(C)c(=O)n2C)n1Cc1cccc(OC)c1 | i | i | i | i | 16 | i | -0.3 | i | i | i | i
COc1ccc2nc(Sc3c([N+](=O)[O-])nc(C)n3Cc3ccccc3)[nH]c2c1 | i | i | i | i | 7 | i | 0.8 | i | i | i | i
Cc1cnc(NC(=O)CSc2nnc(-c3ccccc3)o2)s1 | i | i | i | i | 1 | i | -0.1 | i | i | i | i
O=C(CCc1c[nH]c2ccccc12)NCCc1ccccc1 | i | i | i | i | -9 | i | 0.9 | i | i | i | i
CC(C(=O)NC1CC(C)(C)NC(C)(C)C1)c1ccc([N+](=O)[O-])cc1 (stereo not drawn) | i | i | i | i | 11 | i | -0.1 | i | i | i | i
COc1ccc(N(CC(=O)NCCSc2ccc(C)cc2)S(=O)(=O)c2ccccc2)c(OC)c1 | i | i | i | i | 13 | i | -0.7 | i | i | i | i
CCOC(=O)C1(Cc2ccccc2C)CCCN(S(C)(=O)=O)C1 (stereo not drawn) | i | i | i | i | 24 | i | -38 | i | i | i | i
O=C(CS(=O)(=O)Cc1ccccc1)N1CCN(Cc2ccc3c(c2)OCO3)CC1 | i | i | i | i | 33 | i | -0.2 | i | i | i | i
O=C(Nc1nccs1)c1cc([N+](=O)[O-])ccc1Cl | i | i | i | i | 22 | i | -0.6 | i | i | i | i
CCOc1ccc(C(=O)NCC(=O)OC(C)C(=O)NCc2ccco2)cc1OCC (stereo not drawn) | i | i | i | i | 16 | i | 0.1 | i | i | i | i
CC(/C=N/NC(=O)c1cc(-c2ccc(C)s2)[nH]n1)=C\c1ccccc1 | i | i | i | i | -7 | i | 3.2 | i | i | i | i
COc1ccccc1OCCNC(=O)CN(c1cccc(C)c1)S(=O)(=O)c1ccccc1 | i | i | i | i | -2 | i | 0.0 | i | i | i | i
COc1ccccc1COc1ccc2c(C)c(CCC(=O)O)c(=O)oc2c1C | i | i | i | i | 11 | i | -35 | i | i | i | i
COc1ccc(CS(=O)(=O)CC(C)(O)c2ccc(Cl)cc2)cc1 (stereo not drawn) | i | i | i | i | 10 | i | -1.3 | i | i | i | i
COc1ccc(C(=O)NCCC2=CCCCC2)cc1 | i | i | i | i | 10 | i | -2.7 | i | i | i | i
CC1(C)Cc2c(C#N)c(SCCC#N)nc(N3CCOCC3)c2CS1 | i | i | i | i | 23 | i | -1.0 | i | i | i | i
COc1ccc(C2(CNC(=O)C(c3ccccc3)c3ccccc3)CCOCC2)cc1OC | i | i | i | i | 15 | i | 0.0 | i | i | i | i
CCOc1cc(C2C(C(=O)OC)=CN(Cc3ccc(Cl)cc3)C=C2C(=O)OC)ccc1O | i | i | i | i | 13 | i | 0.7 | i | i | i | i
Cc1nn(-c2ccc(Cl)c(Cl)c2Cl)c(=O)c2ccccc12 | i | i | i | i | -3 | i | -0.4 | i | i | i | i
CCCC(=O)C1=C(O)C(C(=O)OC)C(C)(C)CC1=NCCCCCC(=O)O (stereo not drawn) | i | i | i | i | 4 | i | -0.3 | i | i | i | i
O=C1OC(OC(=O)c2ccccc2Br)C(N2CCOCC2)=C1Cl (stereo not drawn) | i | i | i | i | 12 | i | 0.2 | i | i | i | i
O=[N+]([O-])c1ccc(COc2ccc(-c3[nH]ncc3-c3ccccc3)c(O)c2)cc1 | i | i | i | i | 26 | i | -0.8 | i | i | i | i
CCn1c(C)c(C(C)=O)c(N2CCN(c3ccc(OC)cc3)CC2)nc1=S | i | i | i | i | -5 | i | 0.1 | i | i | i | i
Nc1nc(-c2ccco2)nn1C(=O)c1ccc([N+](=O)[O-])cc1 | i | i | i | i | 72 | i | 0.2 | i | i | i | i
CSc1nc(-c2ccccc2)nn1C(=O)c1ccccc1 | i | i | i | i | 15 | i | -13 | i | i | i | i
CC(C)CC1Nc2ccc(C(=O)NCc3ccc4c(c3)OCO4)cc2NC1=O (stereo not drawn) | i | i | i | i | -25 | i | -0.3 | i | i | i | i
COCCN1C(=O)C(=O)/C(=C(/O)c2ccc3c(c2)OCCO3)C1c1ccc(C(=O)OC)cc1 (stereo not drawn) | i | i | i | i | 22 | i | -0.3 | i | nt | i | i
Nc1ccccc1C(=O)NCc1ccc(F)cc1 | i | i | i | i | 7 | i | 0.0 | i | i | i | i
CSCCC(NC(=O)c1ccccc1Br)C(=O)NCC1CCCCC1 (stereo not drawn) | i | i | i | i | 5 | i | 0.1 | i | i | i | i
Cc1ccc2nc(-c3cccs3)oc(=O)c2c1 | i | i | i | i | 1 | i | 1.5 | i | i | i | i
Cc1cc(C(=O)NC(C)c2ccc3c(c2)OCO3)cs1 (stereo not drawn) | i | i | i | i | 11 | -4.6* | -0.3 | i | i | i | i
COc1ccc(NC(=O)c2cc3ccccc3o2)cn1 | i | i | i | i | 1 | i | 1.5 | i | i | i | i
Cc1cc(Cl)ccc1OCC(=O)OCC(=O)N(CC(C)C)c1c(N)n(Cc2ccccc2)c(=O)[nH]c1=O | i | i | i | i | 8 | i | 0.1 | i | i | i | i
CCN(CC)S(=O)(=O)c1cc([N+](=O)[O-])ccc1NNC(=O)Nc1ccc(F)cc1 | i | i | i | i | 5 | i | -0.2 | i | i | i | i
O=C(NC(=S)Nc1ccccc1O)c1ccc(Cl)cc1Cl | i | i | i | i | 34 | i | 1.0 | i | i | i | i
CCOc1ccc(/C=N/NC(=O)CN2CCCCCCC2)cc1 | i | i | i | i | 33 | i | 0.6 | i | i | i | i
O=C(Nc1cccc([N+](=O)[O-])c1)c1ccc2nsnc2c1 | i | i | i | i | -6 | i | 1.2 | i | i | i | i
CCCCCCc1cc2cc(C(=O)Nc3ccccc3OC)c(=O)oc2cc1O | i | i | i | i | 29 | i | 0.7 | i | i | i | i
COc1cccc(CN2CCNC(=O)C2CC(=O)N(C)CCC2CCOCC2)c1 (stereo not drawn) | i | i | i | i | 9 | i | 0.0 | i | i | i | i
COc1ccc(C(=O)NCc2nnc(SCC(=O)NO)n2Cc2ccccc2)cc1 | i | i | i | i | 25 | i | 1.6 | i | i | i | i
COc1ccc(N2CCN(CCCNC(=O)c3cc4sccc4n3C)CC2)cc1 | i | i | i | i | 8 | i | -0.2 | i | i | i | i
CC(=O)Nc1ccc(-c2cc(N)n(-c3ccccc3)n2)cc1 | i | i | i | i | -3 | i | 0.2 | i | i | i | i
O=C(CS(=O)(=O)c1ccccc1)Nc1ccc(Br)cn1 | i | i | i | i | 13 | i | nt | i | i | i | i
Cc1ccc(C2=NN(CC(=O)NCCN(CC(C)C)CC(C)C)C(=O)CC2)cc1 | i | i | i | i | 4 | i | 1.5 | i | i | i | i
O=C(Cn1cc2c(n1)CCCC2)N1CCCC1 | i | i | i | i | 39 | i | -0.2 | i | i | i | i
CC(=O)c1ccc(NC(=O)c2c(C)nn(-c3ccccc3)c2Cl)cc1 | i | i | i | i | 11 | i | 1.0 | i | i | i | i
O=C(COc1ccccc1)NCC(=O)N/N=C/c1ccco1 | i | i | i | i | 19 | i | -0.1 | i | i | i | i
CCC(C)n1c(SCc2ccccc2)nc2ccsc2c1=O (stereo not drawn) | i | i | i | i | 9 | i | -0.2 | i | i | i | i
COc1ccccc1NC(=O)CC1CCCC1 | i | i | i | i | 18 | i | -0.2 | i | i | i | i
CCOc1cccc2sc(N3CCN(C(=O)c4ccc5ncsc5c4)CC3)nc12 | i | i | i | i | 10 | i | -0.2 | i | i | i | i
CC(=O)c1ccc(C(=O)Nc2ccc3c(c2)C(=O)NC3=O)cc1 | i | i | i | i | 24 | i | -0.2 | i | i | i | i
CC1(C)CC(=O)C2=C(C1)NC(SCC(=O)Nc1ccccc1)=C(C#N)C21CCCCC1 | i | i | i | i | 8 | i | 0.0 | i | i | i | i

One compound at a time, as listed above. Screens in order: MrgX1 PAM	TRPC6 activator	TRPC4 inh	TRPC4 act	AI-2 QS mod	MrgX1 antagonist	HIF activator	TRPC6 inhibitor	PolyA inh	MrgX1 agonist	TRPC4 PAM
`CC(=O)Nc1ccc(-c2cc(N)n(-c3ccccc3)n2)cc1` is listed with i	i	i	i	-3	i	0.2	i	i	i	i
`Cc1ccc(C2=NN(CC(=O)NCCN(CC(C)C)CC(C)C)C(=O)CC2)cc1` is listed with i	i	i	i	4	i	1.5	i	i	i	i
`O=C(COc1ccccc1)NCC(=O)N/N=C/c1ccco1` is listed with i	i	i	i	19	i	-0.1	i	i	i	i

Not all compounds are listed; count on the stated rates, not on these rows.
